Bioassay records (PubChem)
Casp7 inh: blocks human caspase-7 allosterically or competitively | P55210 | recombinant caspase-7, Ac-DEVD-AFC fluorescence rate | Potency, µM (top dose mostly 57.5 µM), inactives show at the highest dose activity change, negative = inhibition, most hits filed as inhibitors | actives 0.02% (n = 75,000); active means well fitted inhibition curve with a large enough effect in the main read-out, with a control signal flat, not every such curve was filed as active; inconclusive means small, poorly fitted or top-dose-only effect, or a change in a side signal; further: potency means the concentration at half of the fitted maximal effect; % of control where 0% means no effect
Target sequence (P55210 24-198 limits assumed): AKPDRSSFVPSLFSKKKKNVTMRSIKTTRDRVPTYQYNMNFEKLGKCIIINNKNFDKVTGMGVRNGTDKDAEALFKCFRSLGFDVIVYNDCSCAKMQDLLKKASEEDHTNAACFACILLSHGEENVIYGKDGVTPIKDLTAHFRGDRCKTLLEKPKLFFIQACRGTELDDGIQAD
Target sequence (P55210 207-303 limits assumed): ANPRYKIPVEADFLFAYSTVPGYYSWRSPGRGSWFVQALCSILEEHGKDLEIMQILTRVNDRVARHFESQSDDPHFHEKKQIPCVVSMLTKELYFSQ
Tau filament bind: binders of human tau filaments; Potency, µM (titrated, usually from 57.1 µM), without a hit: at the top dose activity change, negative = inhibition; actives 2% (n = 71,000); P10636; AID 596; recombinant tau filaments, thioflavin S fluorescence, 15 h; filaments grown with octadecylsulfate alongside compound;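 further: potency means the concentration at half of the fitted maximal effect; on the % scale 0 is the no-effect control and ±100 the full control effect; actives lower thioflavin S fluorescence by blocking filaments or displacing dye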
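Read-out: ThS fluorescence, 450 nm excitation/510 nm emission; lower signal marks blocked filament formation or displaced dye. Tau at 1 uM with 30 uM ODS, 10 uM ThS, 5 mM DTT, 100 mM NaCl, 10 mM HEPES pH 7.4; 15 h, 37 C.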
Casp1 inh: blocks human caspase-1 allosterically or competitively; Caspase-1 enzyme, Ac-WEHD-AFC fluorogenic rate; actives 0.03% (n = 75,000); Potency, µM (titrated, usually from 57.5 µM), without a hit: at the top dose activity change, negative = inhibition, hits mostly inhibitors; P29466;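 further: potency means the concentration at half of the fitted maximal effect; plate controls were vehicle for no effect and no substrate for full effect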
USP2a inh: USP2a (human) protease inhibition; actives 0.1% (n = 60,000); USP2a enzymatic assay, qHTS inhibition; Potency, µM (highest dose often 38.3 µM), for the others: top-dose activity change, negative = inhibition, most hits filed as inhibitors;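 further: potency means the concentration at half of the fitted maximal effect; nearly all actives have a fitted effect of over 60% in size; plate controls were DMSO for no effect and NEM full inhibition control for full effect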
Target sequence (O75604 whole entry, looked up): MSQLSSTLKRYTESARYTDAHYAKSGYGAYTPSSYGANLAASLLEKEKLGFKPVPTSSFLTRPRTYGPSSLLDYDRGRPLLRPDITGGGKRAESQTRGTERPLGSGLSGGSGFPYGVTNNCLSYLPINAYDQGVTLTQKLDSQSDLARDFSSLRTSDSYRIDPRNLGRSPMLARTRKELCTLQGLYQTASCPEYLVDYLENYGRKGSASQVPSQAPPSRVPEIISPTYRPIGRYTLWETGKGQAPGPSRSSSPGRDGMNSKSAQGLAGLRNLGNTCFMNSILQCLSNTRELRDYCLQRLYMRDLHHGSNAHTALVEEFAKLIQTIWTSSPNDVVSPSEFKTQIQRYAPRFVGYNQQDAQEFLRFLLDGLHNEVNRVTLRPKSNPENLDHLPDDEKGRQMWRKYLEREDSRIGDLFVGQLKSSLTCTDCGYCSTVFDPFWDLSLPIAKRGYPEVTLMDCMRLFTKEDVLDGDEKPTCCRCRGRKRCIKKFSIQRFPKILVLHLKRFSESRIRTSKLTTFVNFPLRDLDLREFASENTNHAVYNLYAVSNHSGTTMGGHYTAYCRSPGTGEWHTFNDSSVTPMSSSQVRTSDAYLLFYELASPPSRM
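USP2 core (20 nM final) was preincubated with compound for 30 min at RT in 20 mM Tris-HCl pH 8.0, 2 mM CaCl2, 2 mM beta-mercaptoethanol; Ub-PLA2 (20 nM) plus NBD C6-HPC (20 uM) then added, fluorescence read after 2.5 h.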
Rhodamine autofl: rhodamine region autofluorescence | Rhodamine-region fluorescence, 547/598 nm, Tris buffer; hits give high values | max dye-equivalent concentration, M | actives 0.05% (n = 59,000) | AID 594; in the data active means max dye-equivalent concentration above about 11 nM; inconclusive means between about 1.1 nM and that limit
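Intrinsic compound fluorescence, ex 547 / em 598 nm, CCD imager. Tris 100 mM pH 8.0; 15 min RT. Output = rhodamine dye-equivalent concentration at each compound concentration.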
BRCT inh red: BRCT-phosphoprotein interaction inhibition (red fluorophore) | BRCT-phosphopeptide binding, red fluorescence polarization | Potency, µM (doses to about 76.9 µM), for inactives: top-dose activity change, negative = inhibition, hits mostly inhibitors | actives 0.03% (n = 75,000); further: on the % scale 0 is the no-effect control and ±100 the full control effect
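Rhodamine-labelled pBACH1 10-mer (100 nM) bound to BRCT domain (100 nM) at pH 7.3; compounds incubated 12 min room temperature, polarization read. Free peptide defines full inhibition; unlabelled decapeptide titrated as control.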
Pol III holo inh: inhibitors of bacterial DNA polymerase III holoenzyme | AID 603 | actives 0.25% (n = 71,000) | reconstituted DNA polymerase III holoenzyme replication, biochemical | Potency, µM (highest dose often 57.1 µM), inactives show at the top dose activity change, negative = inhibition; further: potency means the concentration at half of the fitted maximal effect; on the % scale 0 is the no-effect control and ±100 the full control effect
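Reconstituted *E. coli* holoenzyme (0.35 nM Pol III, 1 nM beta, 154 nM SSB, 2 nM primase) was preincubated with compound for 15 min at RT. Synthesis on 1.4 nM ssM13Gori ran 35 min, then was stopped with PicoGreen/EDTA and read as dsDNA fluorescence.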
HEK293 cAMP ctrl: counter-screen for TSHR agonists: cAMP increase in parental HEK293; parental HEK293 CNG cAMP sensor, membrane potential fluorescence; Potency, µM (doses to about 57.1 µM), for inactives: at the highest dose activation, hits mostly activators; actives 2.5% (n = 73,000); further: potency means the concentration at half of the fitted maximal effect; % of control where 0% means no effect; nearly all actives have a fitted effect of over 55% in size
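Parental HEK 293 cells stably expressing a modified CNG channel (no TSHR) report cAMP rise as membrane depolarization. Membrane potential dye with 100 uM RO 20-1724 was loaded for 60 min at room temperature, then compound added for 30 min; fluorescence read at 590 nm.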
BRCT PPI green: BRCA1 BRCT-phosphoprotein interaction inhibition. P38398. BRCA1 BRCT-phosphopeptide binding, green fluorescence polarization. Potency, µM (series often up to 76.9 µM), without a hit: at the top dose activity change, negative = inhibition, usual class: inhibitors. actives 0.05% (n = 75,000). AID 875;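 further: potency means the concentration at half of the fitted maximal effect; plate controls were peptide without protein for full effect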
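Compounds were incubated for 12 min at room temperature with a complex of 100 nM fluorescein-tagged pBACH1 decapeptide and 250 nM His-tagged BRCT protein. Buffer was phosphate pH 7.3 with EDTA, DTT and Tween 20. Disruption of binding lowers the polarization signal.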
HADH2 inhib: HADH2 (human) dehydrogenase inhibition; Q99714; recombinant HADH2, NADH fluorescence, beta-hydroxybutyryl-CoA; Potency, µM (doses to about 57.1 µM), for the others: at the highest dose activity change, negative = inhibition, actives largely listed as inhibitors; actives 3.4% (n = 73,000); further: potency means the concentration at half of the fitted maximal effect; on the % scale 0 is the no-effect control and ±100 the full control effect; nearly all actives have a fitted effect of over 60% in size; many of its hits are not listed in these tables
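E. coli-expressed His-tagged HADH2 tested at 20 nM in alkaline Tris buffer (pH 9.0); oxidation of 90 uM beta-hydroxybutyryl-CoA with 1 mM NAD+ tracked fluorimetrically for 4 min.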
15-hLO inh: inhibitors of human 15-lipoxygenase (ALOX15). purified 15hLO-1, xylenol orange hydroperoxide absorbance. Potency, µM (top dose mostly 57.1 µM), for the others: top-dose activity change, negative = inhibition, actives largely listed as inhibitors. actives 1.4% (n = 74,000). AID 887; further: potency means the concentration at half of the fitted maximal effect; on the % scale 0 is the no-effect control and ±100 the full control effect; nearly all actives have a fitted effect of over 55% in size
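Purified human 15hLO-1 (40 nM final) in 25 mM Hepes pH 7.5, 0.01% Triton X-100 was preincubated with compound 15 min at room temperature, then reacted 6 min with 50 uM arachidonic acid; hydroperoxide detected by Fe-XO, 573/405 nm absorbance ratio.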
An asterisk follows results filed as active; i = inactive; u = inconclusive; x = not tested or not shown; [ ] = another dose, or the depositor's remark. Unless noted, the call rests on the fitted dose curve; in most records, active means well fitted curve in the direction sought with a large enough effect; inconclusive means small, poorly fitted or top-dose-only effect, or another doubt; inactive means no such curve, though single readings can be large; an effect the other way counts as inactive or inconclusive. These rows are one share of the data; count on the stated rates, not on these rows.

#	Molecule	USP2a inh	BRCT inh red	BRCT PPI green	15-hLO inh	Casp7 inh	Pol III holo inh
1	O=C(c1ccccc1F)N1CCN(Cc2cccc(Cl)c2)CC1	-6%	0.4%	-1.7%	0%	2%	-7%
2	O=C(c1ccc(F)cc1)N(Cc1ccccc1)C1CCS(=O)(=O)C1 (stereo not drawn)	3%	-0.9%	-0.7%	5%	0%	1%
3	O=S(=O)(CCSc1nc2ccccc2o1)Cc1ccccc1	2%	-0.2%	-2.6%	5%	0%	-2%
4	COC(=O)Cc1cc(=O)[nH]c(/N=C(\N)Nc2ccc(C)cc2C)n1	22%	0.0%	-1.1%	-1%	-1%	-6%
5	CC1=C(C(=O)Nc2cccnc2)C(c2ccc(C(C)C)cc2)n2ncnc2N1 (stereo not drawn)	x	1.2%	-0.4%	6%	-2%	-6%
6	Nc1nc(-c2ccc3c(c2)CCCC3)cs1	11%	-1.5%	0.3%	u	0%	-5%
7	O=C(CN1CCCCC1)Nc1ccccc1NC(=O)CN1CCCCC1	-1%	-1.3%	-0.8%	13%	-6%	-5%
8	COc1cc(NS(=O)(=O)c2ccc(F)cc2)c(OC)cc1NC(C)=O	-4%	-1.1%	-1.0%	-6%	0%	-2%
9	CC(=O)c1cc(-c2ccccc2)[nH]c1N1CCOCC1	0%	-1.4%	-1.1%	u	3%	-7%
10	Cc1ccc(P(=Nc2ccccc2)(N2CCOCC2)N2CCOCC2)o1	-4%	-0.6%	-0.8%	3%	-2%	-7%
11	O=C(CCCC(=O)N(CC(=O)NC1CCCC1)Cc1ccccc1Cl)Nc1ccccn1	25%	0.4%	2.3%	-17%	2%	-7%
12	CCOc1ccc(CNC(=O)CCn2c(=O)oc3ccccc32)cc1OC	4%	-1.1%	-1.5%	-2%	-3%	-3%

#	Casp1 inh	Tau filament bind	HEK293 cAMP ctrl	Rhodamine autofl	HADH2 inhib
1	-2%	0%	u	i	-4%
2	1%	-4%	8%	i	u
3	-2%	55%	12%	i	14%
4	1%	9%	21%	x	4%
5	3%	-13%	3%	x	2%
6	3%	-24%	-17%	i	u
7	0%	-8%	16%	i	10%
8	0%	4%	-2%	x	-3%
9	-1%	18%	-8%	i	-5%
10	-1%	-15%	-12%	i	-9%
11	4%	-13%	u	i	13%
12	1%	-53%	-1%	i	2%

(more compounds)
#	Molecule	USP2a inh	BRCT inh red	BRCT PPI green	15-hLO inh	Casp7 inh	Pol III holo inh
13	O=C(c1ccncc1)N1CCC[C@@]2(CCN(C(c3ccccc3)c3ccccc3)C2)C1	42%[activator]	-0.9%	-4.6%	-7%	-2%	-1%
14	CC(C)(C)NCC[C@@H](O)c1cc(C(F)(F)F)nc2c(C(F)(F)F)cccc12	x	2.6%[15.4 µM]	-0.8%[15.4 µM]	9%[11.4 µM]	-1%[11.5 µM]	-8%[11.4 µM]
15	O=C(NCc1cccnc1)C1CC(c2ccc(F)cc2)=NO1 (stereo not drawn)	2%	-0.7%	-3.6%	26%	2%	-3%
16	CC1c2[nH]c3ccccc3c2CCN1S(C)(=O)=O (stereo not drawn)	0%	0.0%	-0.8%	-8%	-2%	-2%
17	Cc1ccccc1Cn1c(-c2cncs2)nc2ccccc21	2%	0.3%	-1.9%	19%	-2%	-7%
18	CCOC(=O)N1CCN(C(=O)c2ccccc2Oc2ccccc2)CC1	x	-0.7%	-1.6%	2%	-1%	x
19	c1ccc2c(c1)nc(-c1ccncc1)n1nnnc21	-5%	0.6%	-2.8%	9%	-10%	5%
20	COC(=O)C1=C(C)NC(=O)CC1c1cccc(OC)c1OC (stereo not drawn)	0%	0.0%	1.4%	6%	1%	-8%
21	O=C1CN(S(=O)(=O)c2ccccc2)CC(=O)N1CCc1ccccc1	-2%	-0.4%	-0.9%	-1%	1%	-4%
22	CCOC(=O)C1=C(Nc2cccc(Cl)c2)OCC1=O	x	1.3%	-0.6%	-2%	0%	x
23	O=C(CN1CCN(c2ccccn2)CC1)NC1CCCC1	-3%	0.4%	0.8%	-1%	-1%	-1%
24	COc1ccc(-c2ccc(SCC(=O)N3CCCC3)nn2)cc1OC	4%	-3.3%	1.3%	3%	0%	-7%

#	Casp1 inh	Tau filament bind	HEK293 cAMP ctrl	Rhodamine autofl	HADH2 inhib
13	-4%	2%	4µM*	i	5%
14	2%[11.5 µM]	-4%[11.4 µM]	0%[11.4 µM]	i	9%[11.4 µM]
15	1%	-3%	12%	i	2%
16	-6%	9%	25%	x	1%
17	-3%	22%	32µM*	i	2%
18	-2%	x	23%	x	0%
19	-8%	0%	-7%	i	-2%
20	2%	5%	1%	i	2%
21	-2%	22%	0%	i	23%
22	0%	x	-8%	x	5%
23	1%	-1%	13%	i	-3%
24	1%	3%	-4%	i	-21%

Later entries
#	Molecule	USP2a inh	BRCT inh red	BRCT PPI green	15-hLO inh	Casp7 inh	Pol III holo inh
25	CC1(C)CC(=O)c2cc(C(=O)NCc3ccco3)c(=O)n(-c3ccc(Cl)cc3)c2C1	31%[activator]	-0.6%	0.8%	-1%	-1%	-5%
26	COc1ccc(N2CCN(C(=O)C(C)(C)Oc3ccc(Cl)cc3)CC2)cc1	x	-1.2%	-2.7%	u	-5%	1%
27	COCc1cc(C)nc(Nc2ccccc2C)c1C#N	1%	-1.1%	-1.5%	-2%	-6%	-2%
28	CC1(C)CC(=O)C(/C=N/c2ncccc2C(=O)O)=C(O)C1	-1%	0.1%	-0.8%	5%	-1%	-2%
29	Cc1cc(NC(=O)c2cc(-c3ccccn3)nc3ccccc23)no1	20%	-2.2%	-0.1%	2%	1%	1%
30	Cc1ccc(SCC(=O)N2CC(C)OC(C)C2)cc1 (stereo not drawn)	4%	0.8%	0.6%	10%	1%	-4%
31	CC(=O)C1=C(O)C(=O)N(CCN(C)C)C1c1ccc(Cl)cc1 (stereo not drawn)	-9%	-2.2%	1.2%	3%	-4%	-7%
32	COc1ccccc1N1CCN(C[C@@H](C(=O)NC(C)(C)C)c2ccccc2)CC1	x	-3.9%	-4.8%	16µM*	-2%	-5%
33	COc1ccc(S(=O)(=O)N(C)CC(=O)Nc2ccccc2C(F)(F)F)cc1	2%	0.7%	-2.8%	3%	0%	-6%
34	Cc1ccc(CSc2nnc(-c3cccs3)n2C)cc1	10%	-0.3%	1.5%	3%	0%	-5%
35	CCOc1ccc(N2CC(C(=O)Nc3cccc(C)c3C)CC2=O)cc1 (stereo not drawn)	1%	-1.6%	-1.2%	-8%	2%	-2%
36	O=C(CN1CCN(c2ccccn2)CC1)Nc1ccc(Cl)c(C(F)(F)F)c1	18%	0.5%	0.9%	9%	0%	4%
37	COc1cccc(NC(=O)Cc2cccs2)c1	-3%	1.9%	-1.6%	7%	-4%	4%
38	CC1CCN(CCNC(=O)C2CCCN(S(=O)(=O)c3cccc4nonc34)C2)CC1 (stereo not drawn)	16%	-0.8%	-1.6%	-21%	0%	1%

#	Casp1 inh	Tau filament bind	HEK293 cAMP ctrl	Rhodamine autofl	HADH2 inhib
25	1%	5%	u	i	12%
26	-2%	13µM*	6%	x	-7%
27	-2%	3%	8%	i	u
28	-3%	2%	10%	i	-2%
29	0%	-13%	18%	i	3%
30	-1%	-4%	-2%	i	-2%
31	1%	-7%	u	i	0%
32	2%	u	10%	x	5%
33	1%	2%	-2%	i	11%
34	1%	15%	24%	i	13%
35	-1%	0%	4%	i	22%
36	0%	57%	23%	i	4%
37	0%	-2%	-1%	i	-7%
38	-5%	-30%	0%	i	-3%

Reformatted bar-delimited: part of the list above.
nr | mol | USP2a inh | BRCT inh red | BRCT PPI green | 15-hLO inh | Casp7 inh | Pol III holo inh | Casp1 inh | Tau filament bind | HEK293 cAMP ctrl | Rhodamine autofl | HADH2 inhib
24 | COc1ccc(-c2ccc(SCC(=O)N3CCCC3)nn2)cc1OC | 4% | -3.3% | 1.3% | 3% | 0% | -7% | 1% | 3% | -4% | i | -21%
20 | COC(=O)C1=C(C)NC(=O)CC1c1cccc(OC)c1OC (stereo not drawn) | 0% | 0.0% | 1.4% | 6% | 1% | -8% | 2% | 5% | 1% | i | 2%
16 | CC1c2[nH]c3ccccc3c2CCN1S(C)(=O)=O (stereo not drawn) | 0% | 0.0% | -0.8% | -8% | -2% | -2% | -6% | 9% | 25% | x | 1%
